# Assay outcomes: PubChem BioAssay, several laboratories
# MT stabilize HCS = stabilizes microtubules in HeLa cells | HeLa tubulin immunostaining HCS, 24 h; share of cells brighter than vehicle mean+2SD | % tubulin-high responders, % at 10 µM | hit rate 0.83% among 200,000 | AID 2205;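 active means plate Z-score above 3 for both tubulin-high and condensed-nucleus cell shares, with cell loss under 80%, at 10 µM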;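 further: anti alpha tubulin signal scored within the nucleus-defined area of each cell; some results filed as inactive read as strong as hits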
# M1AAP inhibition = P. falciparum M1AAP inhibitors, biochemical, fluorogenic H-Leu-NHMec substrate, 1536-well (AID 1445) | recombinant M1AAP, H-Leu-NHMec fluorogenic kinetic assay; higher % means a stronger effect | hit rate 0.42% among 220,000 | one-dose inhibition, % at 30 µM; IC50 in µM for titrated hits;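 active means primary inhibition above the hit cutoff, then over 50% inhibition at one or more dose response concentrations, cut at about 23% in these data, passing the limit was not always enough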;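 further: plate controls were DMSO full reaction for no effect and no enzyme background for full effect; strong numbers were not always called active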
# Insulin prom up = MIN6 insulin promoter up-regulation; MIN6 insulin promoter-GFP reporter, high-content imaging; stronger effect = higher value; z-score at 5 µM; hit rate 0.3% among 190,000; AID 1625;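 active means z-score above 3 at 5 µM with at least 500 cells counted in the well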
# Dynein transport = blocks dynein driven cargo transport along microtubules | 3617.4 mouse cells, GR-EGFP nuclear translocation imaging; test concentration mostly 20 µM; stimulated with dexamethasone, 1 µM; stronger effect = lower value | z-score, hits read low | AID 1381 | hit rate 0.47% among 220,000;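 active means plate z-score of nuclear minus cytoplasmic receptor signal below a set negative limit, without overly bright fluorescence or cell loss, cut at about -3.5 in these data, passing the limit was not always enough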;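 further: z-score of nuclear minus cytoplasmic ring GR-EGFP intensity difference per well; some compounds called inactive have numbers as strong as hits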
#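 Also added: dexamethasone, 1.0 µM final. Medium: tet-free, stripped-serum medium. Detection: fixed, Hoechst-stained cells imaged at 10x for EGFP. Read-out: nuclear-to-cytoplasmic GR-EGFP distribution per well. Times: induction 48 h, compound 1 h, agonist 30 min.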
# P. falciparum M17LAP = P. falciparum M17LAP inhibitors, primary screen, biochemical, fluorogenic H-Leu-NHMec substrate, 1536-well (AID 1619). recombinant M17LAP, H-Leu-NHMec fluorogenic kinetic assay; higher % means a stronger effect. inhibition, % at 30 µM, or IC50 in µM where a hit was titrated. hit rate 0.38% among 220,000;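 active means compound inhibiting the enzyme by more than half at any dose during confirmatory dose-response retesting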;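 further: plate controls were full reaction with DMSO carrier for no effect and no enzyme background for full effect; strong numbers were not always called active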
# Lipid droplet = hepatic lipid droplet formation modulation | AID 1656 | AML12 mouse hepatocytes, oleate lipid droplets, BODIPY imaging | inhibition, % at 6.5 µM | hit rate 0.4% among 240,000;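 active means lipid droplet intensity inhibited by at least 50%, with more than 500 cells counted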
#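 Test system: AML12 hepatocytes (mouse); reagent: oleate loading, 100 µM; dosing: one dose, 6.5 µM compound; incubation: overnight exposure; signal: fluorescence imaging, 20x objective, two fields per well; read-out basis: % inhibition of corrected integrated BODIPY droplet signal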
# Yfh1-off respiration = enhancers of respiration in Yfh1-depleted yeast, dose response, Friedreich's ataxia, plus single-dose screen (AID 1465); hit rate 0.074% among 220,000; fold induction at 50 µM; hits with a dose series show EC50 in µM; S. cerevisiae Yfh1-off respiration, WST-1 reduction, 72 h; higher fold induction means a stronger effect;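 active means fold induction of absorbance versus untreated yeast above a set limit, then at least 30% activation at any dose in follow-up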;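 further: activators that raise dye reduction in frataxin-depleted yeast; strong numbers were not always called active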
# ER stress rescue = protection against thapsigargin-triggered cell killing – 384-well, CSM14.1, ATP luminescence, primary screen (AID 1222). 190,000 tested, under 10 active. one-dose cellular ATP content (survival), % at 20 µM; EC50 in µM for titrated hits. CSM14.1 thapsigargin-induced death rescue, ATP luminescence; higher % means a stronger effect;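 active means EC50 below 50 µM in the dose-response confirmation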;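 further: death triggered by thapsigargin at about 15 µM added after 2 h compound pretreatment; cell ATP read after overnight thapsigargin exposure of roughly 18 to 22 hours; normalized against plate controls of thapsigargin alone and 5% DMSO vehicle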
# Autophagy HCS = alters autophagy in cells | MEF GFP-LC3 puncta imaging; test concentration mostly 10 µM | calls only at 10 µM (by protocol) | hit rate 0.98% among 190,000 | AID 463193;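 active means percentage of spot-positive cells more than 3 SD above its plate mean, without a fluorescence outlier flag or 80% toxicity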;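 further: spot-positive cell cutoff set from DMSO-treated cells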
# Dynein transport cytoplasmic EGFP = also measured in Dynein transport; calls as there; z-score; measured here: cytoplasmic GR-EGFP intensity; stronger effect = higher value
# Dynein transport nuclear GR-EGFP = second read-out of Dynein transport, no call of its own (marks repeat the call); z-score; measured here: nuclear GR-EGFP intensity;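 lower value marks the stronger effect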
# Dynein transport cell count = further read-out of Dynein transport, marked with its call; z-score; measured here: cell count per field
# Insulin prom up cell count = also measured in Insulin prom up; calls as there; cell count; measured here: cytotoxicity, nuclei count;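 total cells summed across four imaged fields per well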
# Lipid droplet cells 6.5 µM = recorded beside Lipid droplet, whose call it bears; cell count; measured here: cell count, cytotoxicity flag;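 cells counted across two imaged fields per well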
# MT stabilize HCS Hoechst-high % = recorded beside MT stabilize HCS, whose call it bears; % Hoechst-high responders; measured here: nuclear condensation Hoechst responders;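 share of cells brighter than vehicle mean plus two SD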
# MT stabilize HCS cytotoxicity % = second read-out of MT stabilize HCS, no call of its own (marks repeat the call); toxicity, %; measured here: cytotoxicity by cell density;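 0% = mean cell density of plate MIN control wells and 100% = no cells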
# Autophagy HCS cell loss 18 h = further read-out of Autophagy HCS, marked with its call; toxicity, %; measured here: cell loss, nuclei count;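 cell loss after 18 h compound exposure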
# Starred values were filed as active, the others as inactive; i = inactive; / = not tested or not shown; + = active, no number.
SMILES,MT stabilize HCS,MT stabilize HCS Hoechst-high %,MT stabilize HCS cytotoxicity %,M1AAP inhibition,Insulin prom up,Insulin prom up cell count,Dynein transport,Dynein transport cytoplasmic EGFP,Dynein transport nuclear GR-EGFP,Dynein transport cell count,P. falciparum M17LAP,Lipid droplet,Lipid droplet cells 6.5 µM,Yfh1-off respiration,ER stress rescue,Autophagy HCS,Autophagy HCS cell loss 18 h
CCN(CC)C(=O)CN(C#N)c1nc(C)cc(C)n1,5.3,1.7,8.6,2%,-0.62,1435,0.47,-0.27,0.42,-0.09,-4%,11,692,i,-1.3%,i,0
COc1ccc(/C=C2\SC(=S)N(CC(=O)NCCO)C2=O)cc1,1.1,0.9,4.4,1%,-1.5,1285,1.3,-0.26,0.86,-0.66,-5%,-20,621,i,-0.2%,i,2
Cc1cnc(NC(=O)CN2CCN(c3ccccc3F)CC2)s1,1.8,1.4,2.9,-3%,0.4,1236,-0.16,0.15,0.29,-0.48,-3%,33,727,i,3.0%,i,-15
Cc1cc2ccccn2c1C(=O)c1nc(NCc2ccco2)ncc1Cl,2.7,2.1,6.9,6%,-0.1,1183,-0.29,-0.17,-0.21,-0.23,21%,1,660,i,-1.0%,i,-10
CCc1ccccc1NC(=S)N1N=CCC1c1ccccc1 (centres undefined),4.2,2.2,6.3,3%,-0.41,1392,-0.13,-0.035,0.21,0.32,-2%,-2,697,i,2.5%,i,-4
c1ccc2c(c1)nc(N1CCCCC1)c1ccccc12,/,/,/,-2%,0.09,1072,1.2,-0.19,0.62,-0.6,1%,-4,669,i,/,/,/
Cn1c(=O)c2c(SCc3ccccn3)nc(C3CC3)nc2n(C)c1=O,1.6,1.8,4.7,-2%,0.02,1723,-0.92,-0.067,-0.36,0.74,4%,-1,631,i,-0.8%,i,8
Cn1nnc2sc3c(c2c1=O)CCCC3,3.6,1.4,0.3,3%,-0.28,1354,0.41,-0.29,-0.44,-0.063,-6%,/,/,i,1.8%,i,-1
CCCOC(=O)C1=C(C)NC(=O)NC1c1ccc(Br)s1 (centres undefined),2.4,2.8,7.4,-5%,1.2,1314,0.32,-0.18,0.37,-1.1,-8%,-9,704,i,-0.8%,i,1
CN(C)CCNc1oc(COc2ccc(-c3ccccc3)cc2)nc1C#N,3.0,1.6,3.0,13%,-1.2,956,3,0.089,1.4,-2.2,9%,/,/,i,-1.9%,+,16*
COc1ccc(Br)cc1CN(C)CC(=O)Nc1cccc(S(N)(=O)=O)c1,1.7,1.4,4.3,5%,-0.83,1225,1.2,-0.31,0.61,-1.1,-1%,-3,727,i,1.8%,i,5
O=C(CN(CC1CCCO1)S(=O)(=O)c1ccc(S(=O)(=O)NC2CC2)cc1)Nc1ccccc1 (centres undefined),2.5,1.8,5.6,0%,-0.52,1704,0.34,-0.16,0.56,-1.4,8%,95*,714*,i,-1.5%,i,-2
Cc1cc(C)c2nc(-n3nc(C)cc3N)cc(C)c2c1,2.1,2.2,7.0,10%,-0.82,1239,-0.16,-0.38,0.46,-0.22,-1%,1,698,i,-1.3%,i,-15
COc1ccc(CN2CCn3nc(C(=O)NC4CC4)cc3C2=O)cc1,3.8,1.8,7.3,2%,0.35,1694,-0.45,-0.22,-0.11,1.1,0%,4,670,i,-1.2%,i,-20
COc1ccc(/C=C2\CCCC(C(=O)C(F)(F)F)=C2O)cc1OC,2.1,2.5,6.1,2%,/,/,-2.3,0.042,-1.1,0.43,-1%,-16,767,i,-2.9%,i,-34
Cc1ccc(CCNC(=O)C2CCN(S(=O)(=O)c3c(C)nn(C)c3C)CC2)cc1,3.0,1.5,5.5,3%,-0.66,1691,0.67,0.013,0.78,-1.3,-5%,-1,718,i,-2.7%,/,/
Cc1ccc(S(=O)(=O)N=S(CCO)CCO)cc1,2.1,1.8,2.0,-3%,-0.35,1263,0.14,-0.048,0.82,-0.09,0%,-8,648,i,0.5%,i,3
CCCC(=O)c1ccc(N2CCCC2)c(F)c1,2.5,1.3,4.9,8%,-0.16,1014,-0.69,-0.19,-0.32,0.8,-1%,0,670,i,-0.6%,i,-5
CC1CCCC(C)N1/N=C/c1ccc(C#N)cc1 (centres undefined),5.9,1.8,6.4,2%,0.24,1114,0.57,-0.24,0.54,-1.5,-2%,3,674,i,-2.6%,i,36
Cc1ccc(C(=O)Nc2ccc3c(c2)OCO3)cc1NC(=O)c1ccco1,3.0,2.6,10,8%,-0.91,1207,-0.71,-0.15,-0.4,-0.3,5%,0,681,i,-1.9%,i,-5
CC(=O)Nc1cc(C(=O)OCC(=O)c2ccc(C)cc2)ccc1C,4.3,2.1,7.7,2%,1.1,1210,-1,-0.22,-0.063,0.84,-5%,-40,745,i,-1.3%,i,-3
O=C(NNC(=O)c1cccnc1)Nc1ccc(Cl)c(Cl)c1,1.8,1.4,10.0,12%,/,/,-1,-0.21,-0.94,0.052,19%,/,/,i,-2.8%,i,12
c1cc(-n2cnnn2)ccc1NC1=NCCC1,5.5,1.8,2.6,2%,-0.25,1247,0.13,-0.25,0.14,-0.13,-2%,12,780,i,-3.2%,+,-6.6*
O=C1c2ccccc2C(=O)N1CCc1csc(-c2ccc(F)cc2)n1,1.3,2.0,8.1,-12%,0.88,1562,-0.4,-0.22,-0.72,0.35,1%,-8,717,i,-1.5%,i,-1
O=C(c1ccc(Cn2c(=S)[nH]c3cc4c(cc3c2=O)OCO4)cc1)N1CCN(c2ncccn2)CC1,2.9,2.8,6.0,3%,-0.09,1165,-0.075,-0.32,-0.021,0.56,9%,-7,644,i,-2.0%,i,0
SMILES,MT stabilize HCS,MT stabilize HCS Hoechst-high %,MT stabilize HCS cytotoxicity %,M1AAP inhibition,Insulin prom up,Insulin prom up cell count,Dynein transport,Dynein transport cytoplasmic EGFP,Dynein transport nuclear GR-EGFP,Dynein transport cell count,P. falciparum M17LAP,Lipid droplet,Lipid droplet cells 6.5 µM,Yfh1-off respiration,ER stress rescue,Autophagy HCS,Autophagy HCS cell loss 18 h
CN1CCN(C(=O)C2=C[C@@H](c3ccccc3)C[C@@H](OCCCCO)O2)CC1,0.7,1.0,2.6,6%,0,1439,0.48,-0.22,0.71,-1,2%,-2,717,i,-0.1%,i,24
O=C(CN1CCN(C2CCCCC2)CC1)c1c[nH]c2ccccc12,3.5,1.3,7.8,22%,-0.18,1419,-0.27,-0.17,0.64,0.99,28%,/,/,i,-0.3%,i,22
CC(C)c1ccccc1NC(=O)COC(=O)Cc1cccc(C(F)(F)F)c1,1.7,2.1,5.6,3%,0.65,1441,-0.29,-0.23,-0.099,0.53,3%,5,666,i,0.8%,i,2
CN1CCC(N(C)C(=S)Nc2ccc(SC(F)F)cc2)CC1,1.1,1.5,9.8,7%,-0.08,1267,0.21,-0.16,0.62,-0.62,0%,-4,599,i,-1.7%,i,10
CN1CCN(NC(=O)c2cc(-c3cccc(Cl)c3)nc3ccccc23)CC1,3.2,3.6,6.4,5%,-1.3,1256,-0.16,-0.29,0.075,0.15,5%,11,731,i,-0.7%,i,4
O=C(CCCN1C(=O)c2ccccc2C1=O)N1CCC(c2ccccc2)C1 (centres undefined),1.8,1.8,3.9,0%,-0.1,868,-0.27,-0.23,-0.11,0.16,-4%,-5,740,i,-0.4%,i,-9
Cc1[nH]n(-c2ccccc2)c(=O)c1/C=N/c1nn[nH]n1,1.0,1.1,7.0,-1%,0.72,1412,0.64,-0.18,0.24,-0.96,26%,16,648,i,-1.6%,i,2
Cn1c(=O)n(C)c2cc(S(=O)(=O)Nc3ccccc3)ccc21,2.7,2.1,2.0,1%,1.5,1483,-0.16,-0.32,0.023,-0.4,13%,7,754,i,-1.1%,i,-9
Cc1ccc(SC(C)C(=O)Nc2ccccc2C(=O)N2CCOCC2)cc1 (centres undefined),1.6,1.4,8.5,2%,-0.14,859,0.24,-0.37,0.34,-0.16,12%,0,722,i,-1.5%,i,26
O=C(CN1CCCCC1)Nc1ccccc1,1.7,1.3,9.4,2%,-0.94,901,-0.35,-0.27,-0.3,0.96,3%,12,757,i,-0.6%,i,-1
O=C1CN(C(=O)CC2c3ccccc3-c3ccccc32)CC(=O)N1,1.8,2.5,3.8,-2%,-0.62,1289,1.4,-0.23,0.69,-0.6,-3%,2,710,i,/,i,-1
CCN(CC)C(=O)Cn1cc(S(=O)(=O)CC(=O)N2CCCCCC2)c2ccccc21,1.3,1.4,11,7%,0.67,1149,-0.64,-0.16,-0.36,0.48,1%,3,690,i,-1.8%,i,-38
N#C/C(N)=C(/C#N)N=Cc1cccc(Cl)c1,/,/,/,2%,1.6,962,-0.17,-0.22,0.38,-0.75,5%,-19,676,i,/,/,/
Cc1ccc(S(=O)(=O)c2c(C)cc(C)nc2N2CCCCC2)cc1,2.0,2.2,7.1,-1%,-0.87,1489,-1,-0.3,-0.65,0.73,1%,-5,680,i,0.3%,i,8
COc1ccccc1N1CCN(Cc2cc(=O)n3ccsc3n2)CC1,2.7,1.8,10,3%,-0.22,1500,-0.51,-0.12,-0.84,-0.19,12%,/,/,i,-1.3%,i,-7
O=C(C1=C(O)C(=O)N(CCOCCO)C1c1cccs1)c1cccs1 (centres undefined),5.3,2.0,7.1,11%,2.3,1136,-0.14,-0.19,0.49,-0.51,17%,/,/,i,-2.1%,i,19
O=C1/C(=C/c2cccc3ccccc23)CCCc2ccccc21,1.7,2.3,2.4,3%,0.16,947,-0.94,-0.092,-0.24,-1.7,-9%,-2,620,/,0.1%,i,2

# Rows were taken by chance; overall some 3.5% were active at least once.
